PV pol inh = inhibitors of poliovirus RNA polymerase binding and polymerization | poliovirus polymerase elongation, fluorescence polarization; active compounds read low | P03300 | % elongation, % (compound at 16.7 µg/mL) | 150,000 tested, 0.66% active | AID 588519; in the data active = % elongation below about 90%; also: some results filed as inactive read as strong as hits
Target sequence (P03300 1749-2209 limits assumed): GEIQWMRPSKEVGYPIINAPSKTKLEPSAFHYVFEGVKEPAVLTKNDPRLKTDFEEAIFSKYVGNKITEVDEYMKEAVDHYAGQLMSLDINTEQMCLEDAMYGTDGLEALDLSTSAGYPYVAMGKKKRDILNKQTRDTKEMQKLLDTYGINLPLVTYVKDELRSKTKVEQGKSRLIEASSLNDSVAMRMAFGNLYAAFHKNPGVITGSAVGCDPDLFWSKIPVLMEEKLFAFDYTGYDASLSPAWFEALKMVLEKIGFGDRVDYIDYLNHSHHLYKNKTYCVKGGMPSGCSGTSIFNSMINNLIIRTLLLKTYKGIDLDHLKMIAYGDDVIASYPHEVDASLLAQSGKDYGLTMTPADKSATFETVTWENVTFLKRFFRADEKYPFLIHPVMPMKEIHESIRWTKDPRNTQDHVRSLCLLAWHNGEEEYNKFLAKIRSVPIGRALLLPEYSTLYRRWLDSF
PV pol inh FP z-score = further read-out of PV pol inh, marked with its call; z-score; measured here: FP z-score; hits read low
* = called active by the depositor. A portion of the library; rates above refer to the full screens.

SMILES	PV pol inh	PV pol inh FP z-score
Cn1cc(C(=O)N/N=C/c2ccc3ncccc3c2)ccc1=O	99	-0.2
CCn1nnnc1SCC(=O)N1c2ccccc2CCc2ccccc21	103	0.3
Cc1ccc(-c2csc(/N=C/c3cc(Br)ccc3O)n2)cc1	102	0.1
COCCn1c(SCC(=O)NN2C(=O)NC(C)(c3ccccc3)C2=O)nc2ccccc21 (stereo unspecified)	102	-0.3
CCOc1ccc(S(=O)(=O)N2CCN(c3ccc(C)cc3C)CC2)c2ccccc12	104	0.1
O=C(COC(=O)/C=C/c1ccco1)Nc1nc(-c2ccccc2)cs1	101	-0.2
O=C(OCN1C(=O)c2ccccc2C1=O)C1CCCN1S(=O)(=O)c1ccc(Cl)cc1 (stereo unspecified)	103	0.1
COc1ccccc1NC(=O)C(=O)NCCc1csc(-c2cccc(F)c2)n1	98	-2.2
CCCCCCCn1c(=N)n(CC(=O)c2ccco2)c2ccccc21	103	0.3
O=C(C1CCCCC1)N1CCc2ccccc21	100	-0.4
COc1ccc(CCC(=O)c2ccc3c(c2)OCCO3)cc1	109	0.5
CC1(C)CC(=O)c2cc(C#N)c(SCSc3nc4c(cc3C#N)C(=O)CC(C)(C)C4)nc2C1	103	0.3
CN1CCC(N(C)C(=O)c2cc(Cl)cc(Cl)c2)CC1	101	-0.4
CC(C)N(C(=O)Cn1c2ccccc2c2nc3ccccc3nc21)c1ccccc1	100	-0.4
O=C(OCC(=O)N(CC1CCCO1)c1nc(-c2ccc(Br)cc2)cs1)c1ccco1 (stereo unspecified)	106	0.4
O=C(Cc1csc(NC(=O)Nc2ccc(Cl)cc2)n1)NCc1ccco1	100	-0.8
O=c1n(-c2ccc(F)cc2)nc2n1CCCN2	100	-0.8
Cc1sc2c(c1C)CSC(C(=O)NC(C)C)=C2	101	-0.2
COC(=O)c1ccc(NC(=O)CC2C(=O)N(c3cccc(OC)c3)C(=O)N2Cc2cccc(OC)c2)cc1 (stereo unspecified)	111	0.7
CCCCNC(=O)C1CCN(Cc2cccc(OC)c2O)CC1	96	-1.8
CCC(C)NC(=O)Nc1cccc(C)c1 (stereo unspecified)	101	-0.3
CN(C)C(=O)COC(=O)C1CCN(S(=O)(=O)c2ccccc2C(F)(F)F)CC1	98	-0.6
CC(C)(C)NC(=O)C1N(C2CC2)C(=O)C2C(C(=O)NCc3ccccc3)C3C=CC21O3 (stereo unspecified)	103	0.3
Oc1c(C(c2ccccc2Cl)N2CCOCC2)sc2nc(-c3ccco3)nn12 (stereo unspecified)	110	0.9
CC(NC=O)c1ccc(Br)cc1 (stereo unspecified)	99	-0.6
Following part.
SMILES	PV pol inh	PV pol inh FP z-score
CCC(C)N(Cc1nc(N)nc(Nc2ccccc2C)n1)Cc1nc(N)nc(Nc2ccccc2C)n1 (stereo unspecified)	102	0
O=S(=O)(c1ccccc1)c1nc(-c2cccs2)oc1NCCCn1ccnc1	100	0.1
O=C1CCCC(O)=C1N=Nc1cccc(C(=O)O)c1	93	-0.9
S=c1n(-c2ccccc2)cnn1CN1CCCCC1	100	-0.6
COc1ccccc1N1CCN(S(=O)(=O)c2ccc(-c3cc(C(F)(F)F)on3)s2)CC1	105	-0.4
O=C(c1cc(=O)[nH]c2ccccc12)N1CCN(Cc2ccccc2)CC1	100	-0.1
CC1CCN(S(=O)(=O)N(C)C)CC1	100	-0.5
Cc1cc(NC(=O)c2ccc(N)cc2)c(N)cc1N	101	-0.1
COC(=O)c1ccccc1NC(=O)C(C)N1c2cccc3cccc(c23)S1(=O)=O (stereo unspecified)	100	-0.3
N#C/C(=C/c1ccccc1Cl)c1nc(-c2cc3ccccc3oc2=O)cs1	103	0
O=C(CS(=O)(=O)c1cccc2nsnc12)NCc1ccc(Cl)cc1	105	-0.5
Cc1cc(Cl)nc(Cl)c1C(=O)NC(=O)NCc1ccccc1	109	0.9
Cc1ccc(C(=O)ONc2ccc(N=O)cc2)cc1	101	0.2
COc1cccc2c1Oc1ncccc1N(C(=O)CCC(=O)NC(C)C)C2	108	-0.1
O=C(CSc1nccn1Cc1ccco1)Nc1cc(C(F)(F)F)ccc1Cl	105	-0.4
CC(=O)Nc1cc(-c2nc3cc(Cl)ccc3o2)ccc1C	105	-0.1
CC(CNC(=O)c1ccc(Nc2nc3ccccc3n3nnnc23)cc1)c1ccccc1 (stereo unspecified)	109	1.3
CCN(C(=O)CN1CCCCC1)c1c(N)n(Cc2ccccc2)c(=O)[nH]c1=O	106	0.2
COc1ccc2c(c1C)OC(C)(C)CC2=O	99	-0.6
CCc1ccccc1NC(=O)c1cnn(-c2ccc(F)cc2)c1C1CCNCC1	102	-0.1
COc1ccc(OC)c(-c2cc(C(=O)NCCc3ccccc3)c3c(-c4ccc(C)cc4)[nH]nc3n2)c1	104	-0.2
CCS(=O)(=O)/N=C(\N)c1ccccc1	106	0.8
CCCN(CCC)S(=O)(=O)c1ccc(C(=O)NC2=C(C(=O)OC)SCC2)cc1	101	0.3
CCc1ccc(-c2nn(CC(=O)NCc3ccccc3)c3c2cnc2ccc(C)cc23)cc1	108	0.3
CC(=O)Nc1ccc(Oc2ncnc3sccc23)cc1	103	0.2
Additional structures follow.
SMILES	PV pol inh	PV pol inh FP z-score
Cc1c(CC(=O)O)c(=O)oc2c(O)c(O)ccc12	107	0.3
CCC(CC)C(=O)Nc1c[nH]c(=O)[nH]c1=O	101	0
COC(=O)c1cccnc1NC(=S)NC(C)C	103	0.3
COc1ccccc1N1CCN(C(=O)C2CCN(S(=O)(=O)c3cccs3)CC2)CC1	101	-0.3
CCc1nn(CC(=O)NCCCN(CC(C)C)CC(C)C)c(=O)c2cc3sc(C)cc3n12	105	-0.5
Cc1ccc2c(N)c(C(=O)c3ccc4c(c3)OCCO4)sc2n1	106	1.6
O=C(Cn1nc2c(cc1=O)CCCC2)NCc1ccc(Cl)cc1	99	-1.9
CC(C)CSc1nnc(CSCc2nc(-c3ccc(Cl)cc3)cs2)n1C	106	0.4
COc1ccc(-c2noc(CSCC(=O)Nc3cccc(C(F)(F)F)c3)n2)cc1OC	100	-1.3
CC(C)NC(=O)C(C)n1c2ccccc2c2cn[nH]c(=O)c21 (stereo unspecified)	101	-0.5
CCN(CC)S(=O)(=O)c1ccc2c(c1)nc(CN(C)C(=O)Nc1ccc(C)c(F)c1)n2C	109	0.7
COC(=O)CC1Oc2ccc(F)cc2-n2cc(-c3ccc(Cl)cc3)nc21 (stereo unspecified)	101	-1.1
CC1CCCN(c2ncccc2C(=O)NCC2CCCO2)C1 (stereo unspecified)	103	0.5
CCC(c1nnc(SCC(=O)NCC(F)(F)F)n1Cc1ccccc1)N(C)C (stereo unspecified)	102	-0.3
Cc1cccc(S(=O)(=O)N2CCN(S(=O)(=O)c3ccc(C)c(C)c3)CC2)c1	103	0
OC1(c2ccccc2F)CCNCC1	101	-0.5
CCc1cc2c(=O)n(-c3ccccc3)c(SCC(=O)c3ccccc3)nc2s1	105	0.8
CCOc1ccc(CCNC(=O)c2cn(CC)c3ccc(S(=O)(=O)N4CCc5ccccc5C4)cc3c2=O)cc1OCC	102	-0.4
CCCc1cc2c(=O)c(-c3nc4ccccc4n3C)coc2cc1O	109	0.6
CCc1nc2c(cnn2-c2ccccc2)c(=O)[nH]1	101	0.1
Oc1ccc2ccccc2c1C=NC1CC1	105	0.2
CCOC(=O)c1cc(S(=O)(=O)N2CCN(c3cccc(C)c3)C(C)C2)[nH]n1 (stereo unspecified)	104	-0.7
O=c1[nH]c(=S)[nH]nc1-c1ccc(O)cc1	102	-0.2
CC1CCC(NC(=O)C(NC(=O)C2CCC(C)CC2)C(C)C)CC1 (stereo unspecified)	102	0.2
COc1ccc(-c2cc3nccc(C4CCN(C(=O)OC(C)(C)C)CC4)n3n2)cc1	105	0.7
Remaining list, next part.
SMILES	PV pol inh	PV pol inh FP z-score
O=C(N/N=C/c1ccccc1Cl)C1CC1	100	0.2
CC(C)OC(=O)COc1cc2oc(=O)c3c(c2cc1Cl)CCC3	101	-0.1
COc1ccc2cc(C(C)C(=O)OCC(=O)N3CCCc4ccccc43)ccc2c1 (stereo unspecified)	111	0.8
O=C(O)CCc1nc2cc(C(F)(F)F)ccc2n(Cc2ccccc2)c1=O	105	0.6
C[n+]1c(-c2ccccc2)csc1NC1CCCCC1	104	0
O=C(O)CNS(=O)(=O)c1ccc(Cl)cc1	103	0.3
O=C(CSc1nnc2scc(-c3ccc(Cl)cc3)n12)Nc1ccccc1F	104	-0.2
CCCCn1nnnc1CSc1nc2sc3c(c2c(=O)n1-c1cccc(OC)c1)CCC3	106	0.4
CN(C)c1ccc(NC(=O)CC2Sc3ccc(C(F)(F)F)cc3NC2=O)cc1 (stereo unspecified)	99	-0.4
Cc1ccc(S(=O)(=O)NCCc2nnc3ccc(SCc4ccccc4C)nn23)cc1	100	-0.7
COc1ccc2c(c1)Cc1sc(NC(=O)c3ccc(OC)c(Br)c3)nc1-2	87*	-3.2*
Cc1nc(C#N)c(N/N=C/C=C/c2ccccc2)o1	97	-1.7
Cn1c(=O)c2cc(S(=O)(=O)NCCC(=O)NC3CCCCCCC3)ccc2n(C)c1=O	103	0.6
CN1C(=O)c2ccc(N3CCCC3)cc2C1=O	94	-2.2
Brc1ccc(/C=N/c2nc3ccccc3n2CCN2CCCCC2)cc1	91	-3.9
COc1ccc(CCNC(=O)NC(C)(C)C)cc1OC	101	0
O=c1[nH]c(CSc2nc3ccccc3o2)nc2c1cnn2-c1ccccc1	105	0.2
CCOc1ccc(-c2cc(-c3nc(-c4ccc(OC)c(OC)c4)no3)[nH]n2)cc1	102	-1
COc1cc2c(cc1OC)CC1(C2)c2ccccc2CN1C	101	0
NC(=O)c1ccc(NC(=O)c2cccc3c2OCCCO3)cc1	105	0.4
CCCS(=O)(=O)N1CCN(C(=O)COc2cccc(C)c2)CC1	100	-0.5
CSc1nnc(C)c(=O)n1N	100	-0.3
Cc1nnc(N2CCCC(C(=O)NC(C)C)C2)c2nn(-c3ccccc3)c(C)c12 (stereo unspecified)	102	-0.1
COc1ccc(-n2c(=O)c3c4c(sc3n(Cc3ccc(F)cc3)c2=O)CCCC4)c(OC)c1	106	0.2
O=C(NCc1cccs1)c1ccc(CSc2nc3cccnc3n2Cc2ccc(F)cc2)cc1	109	-0.1
(more compounds)
SMILES	PV pol inh	PV pol inh FP z-score
CC(OC(=O)C1CC1)C(=O)Nc1cc(C(F)(F)F)ccc1Cl (stereo unspecified)	101	-0.1
CC(C)(C)C1CCc2oc3ccc(NS(=O)(=O)c4ccc(C(=O)O)cc4)cc3c2C1 (stereo unspecified)	104	-0.1
CCCCc1ccc(NC(=O)NCCN2CCNC2=O)cc1	103	0.5
CC1=CC2=NC(=N)/C(=C/C3CC=CCC3)C(=O)N2C=C1 (stereo unspecified)	123	2.5
Cc1cc(I)ccc1NC(=O)c1ccc(C(C)(C)C)cc1	101	-0.3
CC(C)(C)n1nnnc1C(c1cccc(C(F)(F)F)c1)N1CCC(O)CC1 (stereo unspecified)	100	-0.3
CC(Sc1nc2ccccc2o1)C(=O)O (stereo unspecified)	100	-0.1
Cn1nc(C(C)(C)C)cc1C(=O)NNc1c(Cl)cncc1Cl	103	0.4
CCOC(=O)c1cc(-c2ccccc2)n(CCC(=O)N2CCn3c2nc2ccccc23)c1C	99	-0.4
COc1ccccc1CNC(=O)CCc1c(C)nn(-c2ccc(N3CCCCC3)nn2)c1C	109	0.5
N#CC(C#N)=CNc1ccc(Oc2cccnc2)nc1	98	-0.9
Cc1ccc(Cn2ccsc2=NC(=O)COC(=O)C2=COCCO2)cc1	108	0.6
N#CCn1nnc(-c2ccc3c(c2)OCO3)n1	98	-0.5
CCOC1(C)C(=O)c2ccccc2N1Nc1ccccc1C(=O)CC (stereo unspecified)	106	0.3
CCCN1C(=O)C(NC(=O)c2ccccc2OC)(C(F)(F)F)C(C(=O)OC)=C1C (stereo unspecified)	107	0.7
NS(=O)(=O)c1ccc2nc(NC(=O)COc3ccc(Cl)cc3Cl)sc2c1	109	0.4
Cc1ccc(CCNC(=O)NCc2noc3ccccc23)cc1	108	0.2
Cc1ccc(-n2nc(C(=O)N(C)Cc3ccccc3)c3c4ccccc4n(C)c3c2=O)cc1	106	0.3
Cn1c(CCN(Cc2ccco2)S(=O)(=O)c2ccc(Cl)cc2)n[nH]c1=S	103	-0.1
Fc1ccccc1Oc1ncnc2c1oc1ccccc12	103	-0.6
CCOc1ccc(S(=O)(=O)N(CC(=O)Nc2ccc3c(c2)OCO3)c2ccc(C)cc2)cc1	104	-0.1
O=C(/C=C/c1ccc(Br)o1)OCC(=O)N1CCCc2ccccc21	101	-0.3
CCn1c(=O)cc(N2CCOCC2)[nH]c1=O	101	0.5
Brc1cccc(-c2nnc(CN3CCOCC3)o2)c1	103	0.2

In the list so far, these contain two or more sulfur atoms:
SMILES	PV pol inh	PV pol inh FP z-score
CC1(C)CC(=O)c2cc(C#N)c(SCSc3nc4c(cc3C#N)C(=O)CC(C)(C)C4)nc2C1	103	0.3
Cc1sc2c(c1C)CSC(C(=O)NC(C)C)=C2	101	-0.2
O=S(=O)(c1ccccc1)c1nc(-c2cccs2)oc1NCCCn1ccnc1	100	0.1
COc1ccccc1N1CCN(S(=O)(=O)c2ccc(-c3cc(C(F)(F)F)on3)s2)CC1	105	-0.4
O=C(CS(=O)(=O)c1cccc2nsnc12)NCc1ccc(Cl)cc1	105	-0.5
CCCN(CCC)S(=O)(=O)c1ccc(C(=O)NC2=C(C(=O)OC)SCC2)cc1	101	0.3
COc1ccccc1N1CCN(C(=O)C2CCN(S(=O)(=O)c3cccs3)CC2)CC1	101	-0.3
CC(C)CSc1nnc(CSCc2nc(-c3ccc(Cl)cc3)cs2)n1C	106	0.4
Cc1cccc(S(=O)(=O)N2CCN(S(=O)(=O)c3ccc(C)c(C)c3)CC2)c1	103	0
CCc1cc2c(=O)n(-c3ccccc3)c(SCC(=O)c3ccccc3)nc2s1	105	0.8
O=C(CSc1nnc2scc(-c3ccc(Cl)cc3)n12)Nc1ccccc1F	104	-0.2
CCCCn1nnnc1CSc1nc2sc3c(c2c(=O)n1-c1cccc(OC)c1)CCC3	106	0.4
Cc1ccc(S(=O)(=O)NCCc2nnc3ccc(SCc4ccccc4C)nn23)cc1	100	-0.7
O=C(NCc1cccs1)c1ccc(CSc2nc3cccnc3n2Cc2ccc(F)cc2)cc1	109	-0.1
NS(=O)(=O)c1ccc2nc(NC(=O)COc3ccc(Cl)cc3Cl)sc2c1	109	0.4
Cn1c(CCN(Cc2ccco2)S(=O)(=O)c2ccc(Cl)cc2)n[nH]c1=S	103	-0.1

Compound activity (PubChem BioAssay)
